APP 5'UTR act – activates APP 5'UTR luciferase reporter. activation, % at 2 µM. 190,000 compounds, 1% hits. SH-SY5Y APP 5'UTR luciferase reporter, luminescence; zero percent = DMSO vehicle wells. AID 1276;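 active = activation above a set limit, based on mean plus 3 SD of controls, cut at about 140% in these data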; note: values of inactives mirror those of a sister screen read the other way
STAT1 activator – increases IFN-gamma driven STAT1 reporter signal; NIH 3T3 STAT1-luciferase reporter, luminescence; 100% = IFN-gamma alone, no compound; activation (% of control), % at 5.5 µM; 200,000 compounds, 2.6% hits;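 active = activation above the screen-wide mean activation plus 3 SD, cut at about 130% in these data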;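 note: raw ratio to IFN-gamma control signal so 100% means no change and 0% no light; values of inactives mirror those of a sister screen read the other way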
Hsp70 act – transcriptional activators of Hsp70 | HeLa Hsp70 promoter luciferase reporter, luminescence; scaled: vehicle 0, proteasome-inhibitor control 100% | activation, % at 10 µM | 200,000 compounds, 0.04% hits;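 active = activation above the mean across all tested compounds plus 3 SD, cutoff set per campaign, cut at about 5.5% in these data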;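 note: 100% = MG132 at 30 µM as the positive control and 0% = DMSO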
NF-kB neuron act – raises NF-kB expression in human neuronal cells | NF-kB reporter expression; active compounds read high | fold change at 12.5 µM | 190,000 compounds, 1.6% hits | AID 1239; in the data active = fold change above about 3.3
FLuc act counter – firefly luciferase counter-screen for stimulation assays. P08659. ATPlite luciferase biochemical, luminescence, 10 min; 0 = ATP-free wells, 1 = DMSO control. activation factor at 10 µM. 200,000 tested, under 10 active. AID 1027;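 active = luciferase activation factor, scaled between plate controls, of at least 2 with compound at 10 µM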
Target sequence (P08659 whole entry, looked up): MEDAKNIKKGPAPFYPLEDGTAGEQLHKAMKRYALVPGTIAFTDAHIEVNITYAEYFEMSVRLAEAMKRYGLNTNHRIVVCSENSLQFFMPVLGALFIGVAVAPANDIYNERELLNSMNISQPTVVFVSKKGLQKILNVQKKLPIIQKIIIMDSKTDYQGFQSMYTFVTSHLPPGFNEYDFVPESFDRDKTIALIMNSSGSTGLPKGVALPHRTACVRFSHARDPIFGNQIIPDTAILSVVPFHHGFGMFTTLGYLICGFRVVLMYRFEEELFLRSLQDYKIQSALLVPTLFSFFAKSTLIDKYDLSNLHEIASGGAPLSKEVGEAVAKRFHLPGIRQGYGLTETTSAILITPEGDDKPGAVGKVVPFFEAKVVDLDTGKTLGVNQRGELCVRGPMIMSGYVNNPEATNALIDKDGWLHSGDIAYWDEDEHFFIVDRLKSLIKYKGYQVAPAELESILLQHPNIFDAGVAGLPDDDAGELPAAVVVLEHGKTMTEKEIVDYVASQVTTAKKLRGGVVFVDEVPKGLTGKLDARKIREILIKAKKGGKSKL
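Material: luciferase plus luciferin reagent, cell-free. Medium: PBS buffer for ATP. Also added: ATP substrate, dispensed from a 10.24 µM working solution in PBS. Doses: test compounds dosed from 2 mM stocks in 100% DMSO. Incubation: 10 min post-reagent at room temperature. Technique: light output (luminescence). Read-out basis: luminescence gain marking luciferase activators.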
APP transl inh – APP translation inhibition; SH-SY5Y APP 5'UTR-luciferase reporter, luminescence; inhibition, % at 2 µM; 190,000 compounds, 0.82% hits; AID 1285;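 active = inhibition above a set limit, derived from the sample mean plus 3 SD, cut at about 45% in these data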; note: values of inactives mirror those of a sister screen read the other way
FLuc inhib CS – Photinus pyralis luciferase inhibition counter-screen. ATPLite firefly luciferase biochemical luminescence, 10 min. inhibition, % at 10 µM. 200,000 compounds, 1.5% hits. P08659;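 active = inhibition above about 50% when tested at 10 µM, limit read from the data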
G6PDH CS – inhibits Leuconostoc G6PDH, flagging false hits in G6PDH-based assays | inhibition, % at 5 µM | Purified L. mesenteroides G6PDH, diaphorase/resazurin coupled fluorescence, 45 min | AID 1020 | 200,000 compounds, 0.12% hits; in the data active = inhibition above about 50%
HMGR II inh – inhibitors of class II HMG-CoA reductase from Enterococcus faecalis. purified E. faecalis HMGR, NADPH absorbance 340 nm kinetic. inhibition, % at 10 µM. 190,000 compounds, 0.41% hits. AID 1066;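 active = inhibition above a set limit, the median over all tested compounds plus 3 SD, cut at about 9.5% in these data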;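 note: enzyme runs in reverse so mevalonate oxidation gives rising NADPH absorbance; 0% = complete reaction with DMSO and 100% = background rate lacking mevalonate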
DTT redox prof – compounds producing H2O2 with reducing agent – biochemical, NIH compound library profiling, artefact control for MLSCN library redox annotation, primary screen. DTT-dependent redox cycling H2O2, phenol red/HRP absorbance; 100% = 100 µM peroxide control, 0% = buffer. activation, % at 10 µM. 200,000 compounds, 0.03% hits. AID 878;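 active = activation of at least 50% relative to the plate's high and low controls in the primary single-dose screen; inactive = activation below 50%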;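 note: compound incubated with DTT at 0.8 mM final as the reducing agent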
An asterisk follows results filed as active; . = not tested or not shown.

SMILES	APP 5'UTR act	STAT1 activator	Hsp70 act	NF-kB neuron act	FLuc act counter	APP transl inh	FLuc inhib CS	G6PDH CS	HMGR II inh	DTT redox prof
c1ccc2c3c([nH]c2c1)C(C1CCCCC1)N(Cc1ncc[nH]1)CC3 (centres undefined)	-12	100	-0.2	0.79	1.1	12	-5	11	-1	-0.6
C/C(N)=C(/C#N)C(=O)CSc1nnc(-c2ccc3c(c2)OCO3)o1	100	134*	0.2	6.9*	0.8	-100	21	-1	-4	-1.4
Cc1cccc(C(=O)OCC(=O)Nc2ccc(N3CCCCC3)cc2)c1O	-8	100	0.4	0.82	1	8	2	-5	-10	-0.6
COc1ccccc1OP(=O)(O)Oc1ccccc1OC	30	100	-0.1	1.1	1	-30	-5	3	2	10
O=C(CC1Sc2ncnn2C1=O)Nc1ccc(Cl)cc1 (centres undefined)	-7	82	-0.1	1.1	1	7	-1	4	-4	-0.9
O=C(NCN1CCN(c2ccccc2F)CC1)c1cccnc1	8	98	-0.2	0.9	1	-8	-2	15	-6	1.8
Cc1ccc(OC2=NS(=O)(=O)c3ccccc32)cc1	13	99	-0.5	1.1	1	-13	-4	5	1	0.2
COc1ccc(CCN(C(=O)C(F)(F)F)C(C(=O)NC2CCCCC2)c2cccs2)cc1 (centres undefined)	10	97	0.0	0.85	1.1	-10	-7	-9	-10	-0.1
CCCCNC(=O)[C@H](Cc1c[nH]c2ccccc12)NC(=O)c1ccccc1Cl	23	106	-0.2	1.2	1	-23	1	-1	-4	0.0
CCOC(=O)N1CCC(NC(=O)c2cnn3c2NC(c2ccco2)CC3C(F)(F)F)CC1 (centres undefined)	5	97	-0.2	0.99	1.1	-5	-5	3	-10	3.1
CCC(C)(C)n1nnnc1C(c1cc(OC)ccc1OC)N1CCC(C(N)=O)CC1 (centres undefined)	4	93	-0.3	1.1	1	-4	3	-5	-4	2.4
Cc1ccc(NS(=O)(=O)c2cccc(C(=O)NCCc3c[nH]c4ccccc34)c2)c(C)c1	0	100	-0.3	0.62	1	0	-2	-5	-6	-0.1
COC(=O)c1c(CCl)noc1C(=O)NC(C)C	-10	99	-0.2	1.2	1.1	10	-11	4	-5	-6.8
CCCC(c1nnnn1CC1CCCO1)N1CCN(c2ccccc2)CC1 (centres undefined)	10	103	-0.1	1.1	1.1	-10	-5	2	-1	0.1
Cc1occc1-c1nc(-c2ccncc2)no1	-7	105	0.1	1.2	1	7	4	-2	0	0.4
CCCCOc1ccc(C(C)NC(=O)CCS(=O)(=O)Cc2ccccc2Cl)cc1 (centres undefined)	-3	94	-0.2	1.1	1	3	-1	-11	0	4.6
Cc1csc(=Nc2ccccc2)n1CCO	-7	101	-0.4	1.1	1.1	7	-8	-4	3	-0.2
COc1ccc(C(=O)N/N=C(\C)Cn2nc([N+](=O)[O-])cc2C)cc1	-4	103	-0.2	1.1	1	4	-5	3	-1	-3.2
O=C(Nc1ccccc1Cc1ccccc1)c1oc2ccccc2c1COc1ccccc1	13	96	-0.4	1	1.1	-13	-5	-3	-5	3.9
CCOC(=O)N1CCN(C(=O)c2ccc(CNS(=O)(=O)c3ccc(OC)cc3)cc2)CC1	-8	103	-0.3	0.91	1	8	-5	15	1	-0.4
Cc1ccc(-n2c(SCC(=O)NCc3ccco3)nc3sc4c(c3c2=O)CC(C)(C)SC4)cc1	-3	92	-0.1	0.97	1	3	-4	-5	-2	3.0
COCCCN(CC(=O)O)S(=O)(=O)c1ccccc1	-14	106	0.0	1.3	1.1	14	-12	-1	-5	-1.0
Cc1ccc(C)c(NC(=O)COC(=O)c2cccc3c2C(=O)c2ccccc2C3=O)c1	-16	94	-0.2	0.34	1.1	16	-8	-14	-4	-0.9
CCOc1ccc(-n2c(=O)c3sccc3n(Cc3cccc([N+](=O)[O-])c3)c2=O)cc1	23	102	-0.3	1.1	1	-23	0	8	-3	-0.6
O=C(CCNS(=O)(=O)c1cccs1)NC1CCN(Cc2ccccc2)CC1	0	95	0.1	1.1	1	0	-1	-2	-2	-1.0
CCOC(=O)c1c(N)sc(C(O)(C(F)(F)F)C(F)(F)F)c1-c1ccccc1	.	101	-0.1	0.88	1.1	.	-9	2	-2	-0.1
CCCSc1ccc(-c2nn(-c3ccccc3)cc2/C=C(/C#N)C(=O)NCCCOC)cc1	15	103	-0.5	0.94	1.1	-15	-6	7	2	0.5
O=C(/C=C/c1ccccc1)NC1CCSC1=O (centres undefined)	9	110	-0.1	1.8	0.9	-9	9	-3	-3	0.3
O=C(c1ccccn1)c1ncc(C(F)(F)F)cc1Cl	7	97	-0.2	1.1	1.1	-7	-6	8	-5	-6.9
Cn1c(C(=O)Nc2ccc3c(c2)OCO3)cc2c(=O)n(C)c3ccccc3c21	0	100	0.4	1	1	0	4	-70	-5	0.4
COc1ccc(/C(O)=C/C(=O)C(=O)Nc2c(C)n(C)n(-c3ccccc3)c2=O)cc1	-3	102	-0.3	1.2	1.1	4	-6	7	2	-0.1
COc1ccc(C2c3sc(=O)[nH]c3SC3C4CCC(C4)C23)cc1 (centres undefined)	-22	105	-0.2	0.94	1.1	22	-9	-17	-2	0.3
CCN(CC)c1ccc(NC(=O)CSc2ccsc2[N+](=O)[O-])c(C)c1	3	95	0.1	1.1	1	-3	0	18	-9	0.6
Cc1cccc(OCC(O)Cn2c(NCCCOC(C)C)nc3c2c(=O)[nH]c(=O)n3C)c1 (centres undefined)	3	107	-0.3	0.9	1	-3	-1	4	4	-1.2
COc1ccc(S(=O)(=O)Nc2ccc(F)cc2)cc1N(C)S(=O)(=O)c1ccc(Cl)cc1	-2	89	-0.4	0.85	1	2	-3	9	-5	-3.7
CCC(OC(=O)C1=Cc2ccccc2OC1)C(=O)NCc1ccco1 (centres undefined)	18	96	-0.2	0.89	1	-18	-2	17	12*	-0.8
Cc1nc(C(=O)O)nn1-c1ccc([N+](=O)[O-])cc1	-2	92	-0.1	1.2	1.1	2	-8	3	0	-1.2
O=C(NNC1CC(=O)N(c2ccc(Br)cc2)C1=O)c1ccccn1 (centres undefined)	-13	104	0.0	1.1	1	13	-1	2	0	-0.2
CCc1ccc(/C=C/c2c[nH]c3ccccc23)[n+](CC)c1	1	73	-0.4	0.6	1.1	-1	-6	8	-2	-0.1
COc1ccc(NC(=O)NC2CCCCC2C)cc1 (centres undefined)	22	110	-0.1	1.6	1	-22	0	9	-1	0.4

The last 2 entries of the part above are carried over, then new ones follow:
SMILES	APP 5'UTR act	STAT1 activator	Hsp70 act	NF-kB neuron act	FLuc act counter	APP transl inh	FLuc inhib CS	G6PDH CS	HMGR II inh	DTT redox prof
CCc1ccc(/C=C/c2c[nH]c3ccccc23)[n+](CC)c1	1	73	-0.4	0.6	1.1	-1	-6	8	-2	-0.1
COc1ccc(NC(=O)NC2CCCCC2C)cc1 (centres undefined)	22	110	-0.1	1.6	1	-22	0	9	-1	0.4
O=C(O)c1ccc(CSc2nnc(COc3ccccc3)o2)cc1	1	100	-0.1	1.1	1	-1	-2	7	-1	-1.1
CCn1c(-c2cccn(Cc3ccccc3)c2=O)n[nH]c1=S	30	98	-0.1	1.3	1	-30	-5	4	4	-0.3
O=C(NC(=S)Nc1ccc(NC(=O)c2ccco2)cc1)c1ccccc1	-2	108	0.0	1	1	2	1	1	4	0.1
COc1ccccc1-c1nnc(SCC(=O)N2CCC(C)CC2)o1	33	101	0.1	1.1	1	-33	1	6	-2	0.3
O=C(NCCOCCOCCNC(=O)c1ccccc1)c1ccccc1	22	104	-0.3	1	1	-22	1	9	-1	-1.4
CC(/C=C/c1ccco1)=N\NC(=O)c1cccnc1	-26	99	-0.2	0.79	1	26	-3	3	-1	0.2
CCc1c(O)nc(SCC(=O)N(CC)CC)[nH]c1=O	-10	100	-0.2	1.1	1	10	-5	5	-2	0.8
COc1ccccc1NC(=S)N1CCCC1	18	96	-0.4	1.2	1.1	-18	-5	6	-4	-0.5
COc1ccc(/C=N/NC(=O)c2cccc(NC(=O)c3ccccc3Cl)c2)cc1OC	4	94	0.1	0.91	1	-4	-1	0	0	0.0
O=C1c2ccccc2NC(c2cccc(O)c2)N1NS(=O)(=O)c1ccccc1 (centres undefined)	1	104	2.8	1	1	-2	-2	3	-9	-0.5
Cc1cc(C)c(NC(=O)C(C)Sc2nc3ccc(N4C(=O)c5ccccc5C4=O)cc3s2)c(C)c1 (centres undefined)	6	95	0.0	1.3	1.1	-6	-9	-4	2	-0.5
CCOC(=O)c1ccc(CC(=O)c2oc3cc(O)ccc3c2C)o1	2	100	0.0	1.1	1.1	-2	-8	8	-7	2.3
CCOC(=O)c1cc(-c2ccc3c(c2)OCO3)nc2onc(C)c12	-2	99	-0.3	1.3	1.1	2	-6	-62	-1	0.0
Cc1ccccc1COc1ccc(/C=C(\C#N)C(N)=O)cc1	9	111	0.2	1.3	1.1	-9	-5	-4	1	-0.4
O=C(CCN1C(=O)COc2ccccc21)NCCCN1CCN(c2ccc(F)cc2)CC1	-14	93	-0.1	1	1.1	14	-7	0	0	0.7
CC(N=C1NS(=O)(=O)c2ccccc21)c1ccccc1 (centres undefined)	-14	102	-0.2	1.2	1.1	14	-7	6	3	0.5
CC1(C)Cc2c(c(-c3ccccc3)[nH]c(=O)c2C#N)CO1	10	101	-0.4	1	1	-10	1	17	0	2.0
CCN1CCc2c(C#N)c(NCc3ccccc3)nc(N(CC)CC)c2C1	-5	96	0.0	1.1	1.1	5	-9	4	-4	5.0
CNC(=S)N/N=C/c1ccc2c(c1)OCCO2	-13	113	-0.3	1.5	0.7	13	34	7	-1	-0.2
Cc1ccc(C)c(N(Cc2ccccc2F)S(C)(=O)=O)c1	27	103	-0.1	1.1	1.1	-27	-7	9	-5	0.5

Of the compounds above, 3 contain a COOH group:
SMILES	APP 5'UTR act	STAT1 activator	Hsp70 act	NF-kB neuron act	FLuc act counter	APP transl inh	FLuc inhib CS	G6PDH CS	HMGR II inh	DTT redox prof
COCCCN(CC(=O)O)S(=O)(=O)c1ccccc1	-14	106	0.0	1.3	1.1	14	-12	-1	-5	-1.0
Cc1nc(C(=O)O)nn1-c1ccc([N+](=O)[O-])cc1	-2	92	-0.1	1.2	1.1	2	-8	3	0	-1.2
O=C(O)c1ccc(CSc2nnc(COc3ccccc3)o2)cc1	1	100	-0.1	1.1	1	-1	-2	7	-1	-1.1

Following part:
SMILES	APP 5'UTR act	STAT1 activator	Hsp70 act	NF-kB neuron act	FLuc act counter	APP transl inh	FLuc inhib CS	G6PDH CS	HMGR II inh	DTT redox prof
COc1ccccc1NC(=O)c1ccc(-c2nn(C)c(=O)c3ccccc23)cc1	10	98	-0.2	0.96	1	-10	-5	5	-7	6.5
CC(C)NC(=O)/C(C#N)=C/c1ccc2c(c1)OCCO2	7	101	-0.3	1.1	0.8	-7	22	-6	-13	0.5
Cc1cn2c(-c3ccc(Cl)cc3)nnc2s1	9	101	-0.2	1.2	1	-9	-2	-14	-10	-0.2
CCOC(=O)Cn1nc(-c2ccccc2)nc1-c1ccccc1	7	104	0.5	1.2	1	-7	-3	17	-6	3.8
O=C(COc1ccc2ccccc2c1)NNC(=O)Cc1ccccc1	-9	92	-0.3	1.1	1.1	10	-13	9	-5	0.0
COc1cc(NC(=O)C(C)C)ccc1NC(=O)c1ccco1	91	134*	0.2	2.6	0.6	-91	35	5	-5	1.7
O=C(Nc1nnc(SCc2cccc3ccccc23)s1)C1COc2ccccc2O1 (centres undefined)	8	106	-0.3	1.1	1.1	-8	-6	-30	0	0.7
